Compound activity: PubChem, National Center for Advancing Translational Sciences (NCATS)
Lipid storage S3: qHTS Assay for Lipid Storage Modulators in Drosophila S3 Cells; Drosophila S3 cells, BODIPY lipid droplet fluorescence, 18-24 h; cells fed with added oleic acid; lipid storage change, negative = inhibition, % at the top dose, mostly 46.1 µM; hits show Potency in µM; 320,000 compounds, 0.64% hits; active = well fitted inhibition curve with a large enough effect in the signal ratio, with a control signal flat, not every such curve was filed as active; inconclusive = small, poorly fitted or top-dose-only effect, or effect the other way, or a change in a side signal; the % refers to the signal ratio
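Drosophila S3 cells loaded with oleic acid (400 uM, as added) and compounds at several concentrations; lipid droplets imaged by 488-nm laser-scanning cytometry, 500–530 nm intensity and object ratio to cell channel. Percent activity normalized to 20 uM Triacsin C.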
Lipid storage S3 cell count max: second read-out of Lipid storage S3, no call of its own (marks repeat the call); cell number change, %; measured here: cell count max response;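 cells counted by Cell Tracker Red CMTPX staining in the red channel; peak over a dose series mostly up to 46.1 µM; percent activity relative to internal control wells on each plate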
Starred values were filed as active, the others as inactive; i = inactive; ? = inconclusive; nt = not tested or not shown. % is set by controls: 0 for no effect and ±100 for the full control effect; potency is the fitted concentration of half-maximal effect. Not all compounds are listed; the hit share may differ from the screen's.

mol | Lipid storage S3 cell count max | Lipid storage S3
COc1cc(/C=C(\C#N)C(=O)Nc2ccccc2F)ccc1OCCN1CCOCC1 | nt | ?
COCCN(Cc1nc(C2(c3ccc(C)cc3)CCCC2)no1)C(C)C | -6 | 8%
O=C(c1ccccc1[N+](=O)[O-])n1cnc2ccccc21 | -10 | -17%
Cc1nnc(SCC(=O)Nc2ccc(N3CCOCC3)cc2)o1 | nt | i
COc1cccc(NC(=O)Cc2ccc3ccccc3c2)c1 | 2 | -22%
CCOc1ccc(Cl)cc1S(=O)(=O)n1nnc2ccccc21 | 0 | -15%
CC(C)c1ccc(/C=C2\SC(=O)N(CC(=O)NC3C=CS(=O)(=O)C3)C2=O)cc1 (centres undefined) | nt | ?
O=C(Nc1ccccc1C(=O)NCCN1CCOCC1)c1ccc(Cl)cc1Cl | nt | ?
COC(=O)CSc1nnc(-c2sc3ccccc3c2Cl)o1 | nt | ?
Cc1ccc(C(=O)COC(=O)CCS(=O)(=O)c2ccccc2)cc1[N+](=O)[O-] | nt | ?
Cc1ccccc1C1C(C#N)=C(N)N(N(C)C)C2=C1C(=O)CC(C)(C)C2 (centres undefined) | 3 | 0%
COc1ccc(C(=O)NC(CC(C)C)C(=O)O)cc1OC (centres undefined) | nt | i
Cc1cccc(C(=O)N2CCCC(N3CCN(c4ccc(F)cc4)CC3)C2)n1 (centres undefined) | -22 | i
CC(=O)N1c2ccc(S(=O)(=O)NCC3CCC(C(=O)Nc4cc(C)ccn4)CC3)cc2CC1C (centres undefined) | nt | ?
Cc1cccc(OP(=O)(Nc2c(C)n(C)n(-c3ccccc3)c2=O)Oc2cccc(C)c2)c1 | nt | ?
COCCCn1c(Cc2csc(Nc3ccc(F)cc3)n2)nnc1SCC(N)=O | nt | ?
Cc1ccc(NC(=O)CN2C(=O)c3ccccc3C2=O)c(C)c1 | nt | ?
O=C(C[n+]1ccccc1)Nc1ccccc1[N+](=O)[O-] | nt | ?
COc1ccc(CCNC(=S)NC(=O)c2c(-c3ccccc3Cl)noc2C)cc1OC | 8 | 3%
Cc1cc(C)c2cc(C#N)c(N3CCCC3)nc2c1 | nt | ?
COc1cccc(NC(=O)CSc2nc3ccccc3c(=O)n2C)c1 | nt | ?
O=C(COC(=O)c1ccc2ccccc2n1)Nc1ncc(C(F)(F)F)cc1Cl | -3 | -3%
Cn1c(=N)n(CC(O)c2ccccc2)c2ccccc21 (centres undefined) | 25 | -4%
Cc1cc(=O)c2c([nH]1)c(C)cc1[nH]c(C)c(C)c12 | -22 | 0%
CCSc1nnc2n(N)c(=O)c3ccccc3n12 | 17 | -4%
CCC(=O)N(CCC(Cc1ccccc1)c1ccc2c(c1)OCO2)Cc1ccccc1F (centres undefined) | -6 | 12%
CCCCN(C(=O)C1CC(=O)N(c2ccc3c(c2)OCCO3)C1)c1c(N)n(CC(C)C)c(=O)[nH]c1=O (centres undefined) | nt | ?
O=C(Oc1cc(-c2ccccc2)no1)c1cccc(C(F)(F)F)c1 | nt | i
CCOc1ccc(S(=O)(=O)N/N=C(\C)C2CCCCC2)cc1 | -18* | 21µM*
Nc1[nH]n(-c2ccccc2)c(=O)c1N=Nc1ccccc1[N+](=O)[O-] | nt | ?
O=C(Nc1ccc(F)cc1)c1ccccc1Oc1ccc(C(F)(F)F)cc1[N+](=O)[O-] | nt | ?
COCCn1c(-c2ccc(OC)cc2)nc2ccccc21 | nt | ?
CN1CCCN=C1/C=C/c1cccs1 | 13 | -21%
COc1ccc(OC)c(N(CC(=O)NCc2ccccc2)S(=O)(=O)c2ccc(OC)c(OC)c2)c1 | nt | ?
CSc1ccccc1NC(=O)CN(C)CC(=O)Nc1cc(C)ccc1C | -6 | 7%
CCCN(C(=O)CSc1nc2cc(S(=O)(=O)N(CC)CC)ccc2o1)C1CCS(=O)(=O)C1 (centres undefined) | -6 | 3%
O=C(CN1CCCC1)Nc1ccc(-c2nc3cc(NC(=O)CN4CCCC4)ccc3o2)cc1 | -13 | i
COP(=O)(/C=C/c1ccccc1)C(O)c1ccc(F)cc1 (centres undefined) | 0 | i
COc1cc(/C=C/C(=O)N(C)CC(=O)Nc2ccccc2Br)cc2c1OCCO2 | -9 | 0%
O=C(Nc1cccnc1)OCc1ccccc1 | nt | ?

Record cards, as listed above. Order of screens: Lipid storage S3 cell count max	Lipid storage S3
COc1cc(/C=C/C(=O)N(C)CC(=O)Nc2ccccc2Br)cc2c1OCCO2 across the screens: -9	0%
COCCn1c(-c2ccc(OC)cc2)nc2ccccc21 across the screens: nt	?
CCSc1nnc2n(N)c(=O)c3ccccc3n12 across the screens: 17	-4%
CCOc1ccc(S(=O)(=O)N/N=C(\C)C2CCCCC2)cc1 across the screens: -18*	21µM*
CCCCN(C(=O)C1CC(=O)N(c2ccc3c(c2)OCCO3)C1)c1c(N)n(CC(C)C)c(=O)[nH]c1=O (centres undefined) across the screens: nt	?

The list goes on.
mol | Lipid storage S3 cell count max | Lipid storage S3
Cc1ccccc1NS(=O)(=O)c1ccc(OCC(=O)NCc2ccco2)cc1 | 5 | 6%
CCN1CCC(O)(C#Cc2ccccc2)CC1 | 12 | -11%
Cc1cccc(N2C(=O)N3[C@@H]4c5ccccc5OC[C@@H]4[C@@H](c4ccccc4)[C@@]3(C)C2=O)c1 | nt | ?
COc1cccc(CNC(=O)CCC(=O)N2CCSc3ccccc32)c1OC | 4 | i
CCN1CCN(c2nc3c(c(=O)[nH]c(=O)n3C)n2Cc2ccccc2)CC1 | nt | ?
C[C@@H](NC(=O)[C@@H]1Cc2ccccc2CN1)C(=O)Nc1ccc2c(c1)OCCO2 | nt | ?
Cc1nc(SCc2ccccc2)n[nH]1 | 0 | 9%
O=C(O)CSc1nnc(-c2ccco2)o1 | nt | ?
O=S(=O)(Nc1nccs1)c1ccc(F)cc1 | 13 | 0%
COc1ccc(NC(=O)CCC(=O)N2CCOCC2)c([N+](=O)[O-])c1 | nt | ?
Cc1cccc(N2CCN(C(=O)CNC(=O)c3ccccc3)CC2)c1C | nt | ?
CCN1CCN(C(=O)c2cn(CC)c3ccc(S(=O)(=O)N(C)C)cc3c2=O)CC1 | -5 | 0%
O=C(CNS(=O)(=O)c1ccc(F)cc1)N1CCOCC1 | nt | ?
Cn1c(SCCOc2ccccc2F)nc2ccccc2c1=O | nt | ?
O=C(O)COc1ccccc1/C=N/NC(=O)c1cc(-c2ccc(Cl)cc2)nc2ccccc12 | nt | ?
Cc1ccc(NS(=O)(=O)c2c(C)[nH]c(C)c2C(=O)N2CCCCC2)c(Br)c1 | nt | ?
CCN1/C(=C2\C(=O)N(C)C(=S)N2C)C=Cc2cc(C)ccc21 | nt | -1%
CS(=O)(=O)N(CC(=O)N1CCc2ccccc2C1)c1ccccc1Br | -24 | i
Cc1c(C(=O)N2CCCCCC2)nnn1-c1nonc1N | -9 | -10%
O=C(O)CCCC(=O)Nc1nncs1 | nt | ?
Nc1nonc1C(=O)N/N=C/c1ccc(Br)o1 | 5 | -2%
CC(=O)c1c(C)nc(-c2ccccc2)nc1N | -11 | i
CCC(/C=N/NC(=O)CCCCC(=O)N/N=C/C(CC)CC)CC | nt | ?
COc1cccc(C2=NN(C(C)=O)C(c3cccs3)C2)c1 (centres undefined) | 15 | -9%
COc1ccc(C(=O)COC(=O)c2ccc([N+](=O)[O-])s2)cc1OC | nt | ?
C/C=C\C=C\C(=O)N1CC2(CC(c3cccc(NC(=O)CC(c4ccccc4)c4ccccc4)c3)=NO2)C[C@H]1C(N)=O (some centres undefined) | 17 | 13%
O=C(Nc1ccc2c(c1)OCCO2)c1cc(-c2ccccn2)nc2ccc(Br)cc12 | nt | ?
Cc1ccc(OCc2cc(C(=O)N(C)Cc3cnn(-c4ccccc4C)c3)no2)cn1 | -12* | 23µM*
COc1ccc(CCNC(=O)C2CC(c3ccccc3C(F)(F)F)=NO2)cc1 (centres undefined) | nt | ?
CCOC(=O)C(/C(N)=N/C(=O)Nc1ccccc1)=C(\C)O | nt | ?
CCOc1ccc(NC(=O)CN(C)C(=O)CCC2CCCCC2)cc1OCC | nt | ?
O=C(NCc1n[nH]c(=S)n1-c1ccccc1)c1ccco1 | 3 | 2%
Cc1cc(=O)oc(C)c1C(=O)Nc1cnc2ccccc2c1 | -10 | 15%
CCOc1ccc(NC(=O)NCCCCc2ccccc2)cc1 | nt | ?
COc1ccc2cc3cc(C(=O)NCc4ccco4)oc3nc2c1 | nt | ?
CN1CCN(C(=O)C2=C[C@@H](C3CCCCC3)C[C@@H](OCCCCO)O2)CC1 | 10 | -5%
C/C(N)=C(/C#N)C(=O)CSc1nc2ccccc2c(=O)n1-c1ccc(C)cc1 | nt | ?
Cc1ccccc1OCC(=O)N1CCc2ccccc2C1 | 7 | i
CCOC(=O)c1c(C)c(C(=O)NC2CCCCC2)c(C)n1CC | nt | ?
COc1ccc(-c2c(C)sc(NC(=O)c3ccnn3C)c2C#N)cc1 | nt | ?
CC(NC(=O)c1ccc([N+](=O)[O-])o1)C12CC3CC(CC(C3)C1)C2 (centres undefined) | 5 | i
Cc1nnc(NC(=O)C(C)Sc2nnc(CCNC(=O)c3ccccc3F)n2C)s1 (centres undefined) | nt | ?
CCOc1ccccc1CN1CCN(Cc2csc(C(C)=O)c2)CC1CCO (centres undefined) | nt | ?
COc1ccc(F)cc1C(=O)C1CCCN(Cc2ccc3c(c2)OCCO3)C1 (centres undefined) | 4 | 2%
CC(=O)Nc1cc(-c2ccccc2)ccc1O | nt | -22%
COC(=O)c1ccc(S(=O)(=O)N2CCc3ccccc32)cc1 | -1 | 17%
COc1cc2c(cc1C1C(C#N)=C(N)OC3=C1C(=O)CC(C)(C)C3)OCO2 (centres undefined) | nt | ?
COc1ccc(OC)c(CCNC(=O)c2sc3nc4n(c(=O)c3c2C)CCC4)c1 | nt | ?
O=C(CN1C(=O)NC2(CCCC2)C1=O)Nc1nc2ccc(F)cc2s1 | 0 | 18%
O=C(c1ccc(S(=O)(=O)N2CCCCCC2)cc1)N1CCN(c2ccccc2)CC1 | nt | ?
O=C1CCCc2c1cc(C(=O)NC1CCSC1=O)c(=O)n2-c1ccccc1 (centres undefined) | nt | ?
CNC(=S)N(CCc1ccc(OC)c(OC)c1)C1CC(=O)N(c2ccccc2)C1=O (centres undefined) | nt | ?
COc1ccc(C)cc1NC(=O)C(C)N(c1ccc(C)cc1)S(C)(=O)=O (centres undefined) | nt | ?
O=C(NNc1ccc(C2CCCCC2)cc1)C(O)(c1ccccc1)c1cccs1 (centres undefined) | nt | ?
CC(=O)Nc1ccc(S(=O)(=O)N2CCC(NC(=O)C(Cc3ccccc3F)NC(C)=O)CC2)cc1 (centres undefined) | nt | ?
O=C(Nc1ccc(F)cc1)C1CCCN1S(=O)(=O)c1ccc(Br)cc1 (centres undefined) | nt | ?
COc1cc2nc(CN(C)Cc3ccc(OC)c(OC)c3OC)[nH]c(=O)c2cc1OC | nt | ?
Nc1ccc(Br)cc1-c1nc2ccccc2[nH]c1=O | nt | ?
Cc1ccc(C)c(N(CC(=O)N2CCCC2)S(C)(=O)=O)c1 | nt | ?
CC(=O)N(Cc1ccco1)c1nc(C(=O)Nc2ccc(Cl)cc2)c(C)s1 | -4 | -17%

A draw from above in order of formula weight, smallest number first:
mol | Lipid storage S3 cell count max | Lipid storage S3
COc1ccc(F)cc1C(=O)C1CCCN(Cc2ccc3c(c2)OCCO3)C1 (centres undefined) | 4 | 2%
CNC(=S)N(CCc1ccc(OC)c(OC)c1)C1CC(=O)N(c2ccccc2)C1=O (centres undefined) | nt | ?
Cc1nnc(NC(=O)C(C)Sc2nnc(CCNC(=O)c3ccccc3F)n2C)s1 (centres undefined) | nt | ?

Next records.
mol | Lipid storage S3 cell count max | Lipid storage S3
Cc1noc(C(=O)Nc2cccc(Cl)c2)c1Cl | 6 | i
CCCc1cc(C(=O)Nc2ccc(C(=O)c3ccc(F)cc3)cc2)n(C)n1 | nt | ?
CC1=CC2=NC(=O)CC(C)(C(=O)N(CC(=O)NC3CCCC3)c3ccccc3C)N2C=C1 (centres undefined) | 14 | -6%
CCOc1ccc(S(=O)(=O)NCCC(=O)Nc2cccc(C(=O)OC)c2)cc1 | 7 | -25%
O=C(O)c1cccc(S(=O)(=O)N2CCCC2)c1 | nt | ?
C[C@@H](C(=O)Nc1ccccc1N1CCOCC1)N1C(=O)C2CC=CCC2C1=O (some centres undefined) | nt | ?
Cc1ccc(/C=N/NC(=O)CNC(=O)COc2ccccc2)o1 | -8 | 5%
CC(=O)c1cc(NC(=O)c2ccc(Cl)cc2)c(=O)oc1/C=C/N(C)C | nt | i
CC(C)(C)C(=O)Nc1cccc(-c2nnc(-c3cccc(NC(=O)C(C)(C)C)c3)o2)c1 | nt | ?
COC(=O)Cc1ccc(OC(=O)CCS(=O)(=O)c2ccc(C)cc2)cc1 | nt | ?
COc1ccc(-c2cc(C(F)(F)F)nc(NC3CCCC3)n2)cc1OC | 1 | 5%
Cc1cnc(NC(=O)c2ccc3c(c2)C(=O)N(Cc2ccco2)C3=O)s1 | nt | ?
Cc1cc(N2CCN(CC(O)C(F)(F)F)CC2)c2ccccc2n1 (centres undefined) | -5 | i
CC(=O)Nc1ccc(S(=O)(=O)Nc2nc3cc4c(cc3nc2Cl)OCCO4)cc1 | 4 | -5%
CCn1c(COc2ccccc2C)nnc1SCC(=O)Nc1cc(C)on1 | nt | ?
O=C(Cn1ccc(C(F)(F)F)n1)N=Nc1c(O)[nH]c2ccc(Br)cc12 | -13 | 1%
Cn1nc(C(=O)N2CCCC2)c2ccccc2c1=O | -2 | -19%
COC(=O)c1ccccc1NC(=O)NCc1ccccc1 | nt | ?
